# TPT1 inh: Candida albicans TPT1 enzyme inhibitors, primary screen, biochemical, fluorescence polarization; tRNA 2'-phosphotransferase TPT1 (Candida albicans SC5314); recombinant caTPT1, FP RNA substrate dephosphorylation; inhibition, % at 5 µM; 300,000 compounds, 0.81% hits;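 active = inhibition above the mean of all tested compounds plus 3 SD, set per screening campaign, cut at about 24% in these data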;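 note: plate controls were DMSO alone for no effect and ferristatin control at 100 nM for full effect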
# proCasp7 act: procaspase-7 activators, primary screen, counter-screen for procaspase-3 activator project, biochemical, absorbance, HTS, human; recombinant procaspase-7, Ac-DEVD-pNA absorbance 405 nm; D23A/D198A/D206A triple mutant, cannot self-cleave; scale: DMSO 0, 5 µM enzyme 100; activation, % at 8.5 µM; 330,000 compounds, 0.093% hits; AID 463210, 2010;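 active = percent activation above the screen-wide mean plus 3 SD, cut at about 25% in these data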
#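 Test system: Procaspase-7 triple mutant (PC-7 D3A). Also added: Ac-DEVD-pNA substrate, 400 µM as added. Schedule: 1 h enzyme–compound preincubation and 2 h substrate reaction, both 25 °C. Signal: p-Nitroaniline absorbance at 405 nm, read at 0 and 120 min. Control set: low DMSO alone, high DMSO plus 5 µM PC-7.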
# Efflux pump inh: inhibitors of Candida efflux pumps in yeast, primary screen, S. cerevisiae, Nile Red, multiplex. inhibition, % at 10 µM. 330,000 compounds, 0.44% hits. S. cerevisiae Candida pump triplex;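 active = plate passing quality check with inhibition over a set limit, or well fluorescence over plate mean plus 4 SD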;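 note: Nile Red retained in pooled yeast measured as flow cytometry median fluorescence; 0% = buffer negative control and 100% = Enniatin B positive control; higher means more Nile Red kept so more efflux inhibition; some compounds called inactive have numbers as strong as hits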
# GASC-1 inh: inhibitors of GASC-1 histone demethylase, primary screen, biochemical, fluorescence, DELFIA europium; Lysine-specific demethylase 4C (Homo sapiens), Q9H3R0; GST-JMJD2C(1-420) H3K9me3 demethylation; inhibition, % at 2.35 µM; 330,000 compounds, 0.069% hits; AID 2099, 2009;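 active = more than half of a compound's replicate wells show inhibition beyond 50%, single wells judged on their own value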;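 note: signal counts dimethyl H3K9 product captured on neutravidin plate; 0% = median of DMSO wells and 100% = 0.3 times that DMSO median; strong numbers were not always called active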
# Target sequence (Q9H3R0 1-420 limits assumed): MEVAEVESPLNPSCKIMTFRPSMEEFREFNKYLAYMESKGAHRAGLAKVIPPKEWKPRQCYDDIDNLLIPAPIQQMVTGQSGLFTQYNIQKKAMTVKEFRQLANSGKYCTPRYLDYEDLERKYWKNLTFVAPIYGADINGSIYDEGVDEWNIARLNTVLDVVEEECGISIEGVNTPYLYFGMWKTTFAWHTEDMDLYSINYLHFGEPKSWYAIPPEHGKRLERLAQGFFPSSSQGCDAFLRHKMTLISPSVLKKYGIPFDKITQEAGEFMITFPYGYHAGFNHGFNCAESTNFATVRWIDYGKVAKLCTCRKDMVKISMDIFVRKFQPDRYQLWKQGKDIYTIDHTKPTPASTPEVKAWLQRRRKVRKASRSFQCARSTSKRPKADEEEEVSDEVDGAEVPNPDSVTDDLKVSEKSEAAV
# Fh CTSL1 inh: Fasciola hepatica cathepsin L1 inhibitors, primary screen, counter-screen for PFM18AAP inhibitor project, biochemical, QFRET, fluorogenic peptide substrate | inhibition, % at 5.96 µM | 300,000 compounds, 0.49% hits | recombinant F. hepatica cathepsin L1, Z-Leu-Arg-MCA fluorescence;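 active = inhibition above the mean of all tested compounds plus 3 SD, set per screening campaign, cut at about 17% in these data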;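 note: 0% = plate median of test compound wells and 100% = 1 µM Z-Phe-Ala-diazomethylketone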
# PP1 counter: PP1-alpha phosphatase inhibitors, primary screen, counter-screen for PP5 inhibitor project, biochemical, fluorescence, OMFP substrate, single point; AID 2235, 2010; inhibition, % at 6.7 µM; Serine/threonine-protein phosphatase PP1-alpha catalytic subunit (Homo sapiens), P62136; 320,000 compounds, 0.9% hits; purified PP1alpha;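 active = inhibition above the mean inhibition of all tested compounds plus 3 SD, computed separately for each screening campaign, cut at about 15% in these data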
# Target sequence (P62136 whole entry, looked up): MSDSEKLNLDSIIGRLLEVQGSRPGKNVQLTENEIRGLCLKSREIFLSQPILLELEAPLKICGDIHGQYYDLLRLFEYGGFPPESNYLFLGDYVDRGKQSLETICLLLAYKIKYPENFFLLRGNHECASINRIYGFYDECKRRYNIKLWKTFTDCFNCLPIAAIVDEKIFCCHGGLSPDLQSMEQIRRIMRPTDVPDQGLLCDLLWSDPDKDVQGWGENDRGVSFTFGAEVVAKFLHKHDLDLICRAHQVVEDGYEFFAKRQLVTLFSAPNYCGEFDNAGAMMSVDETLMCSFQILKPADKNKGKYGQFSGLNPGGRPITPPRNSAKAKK
# HCV core dimer: inhibitors of HCV core protein dimerization, primary screen, biochemical, TR-FRET, high-throughput. AID 1899, 2009. inhibition, % at 5 µM. 300,000 compounds, 0.33% hits. TR-FRET GST/Flag-core106 dimerization, 1536-well;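 active = inhibition above the mean of all tested compounds plus 3 SD, set per screening campaign, cut at about 45% in these data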
#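 Material: Tagged HCV core106 pair (GST and Flag) | Amount: GST-core106 13.5 nM, Flag-core106 17 nM | Medium: KF-containing HEPES buffer, pH 7.45, DTT, CHAPS, BSA | Reagent: Eu donor and XL665 acceptor anti-tag antibodies | Schedule: 4 h at 22.5 °C | Technique: Time-resolved FRET, ex 340 nm, em 617 and 671 nm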
# proCasp3 act: activators of human procaspase-3 D3A mutant, primary screen, biochemical, absorbance, PC-3 D3A mutant, single concentration | 330,000 compounds, 0.11% hits | Caspase-3 (Homo sapiens), P42574 | activation, % at 8.5 µM | recombinant procaspase-3 D3A, Ac-DEVD-pNA absorbance 405 nm;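 active = activation above the mean of all tested compounds plus 3 SD, cut at about 21% in these data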;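 note: 0% = DMSO alone and 100% = DMSO wells spiked with extra 5 µM PC-3 D3A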
# Target sequence (P42574 whole entry D9A/D28A/D175A): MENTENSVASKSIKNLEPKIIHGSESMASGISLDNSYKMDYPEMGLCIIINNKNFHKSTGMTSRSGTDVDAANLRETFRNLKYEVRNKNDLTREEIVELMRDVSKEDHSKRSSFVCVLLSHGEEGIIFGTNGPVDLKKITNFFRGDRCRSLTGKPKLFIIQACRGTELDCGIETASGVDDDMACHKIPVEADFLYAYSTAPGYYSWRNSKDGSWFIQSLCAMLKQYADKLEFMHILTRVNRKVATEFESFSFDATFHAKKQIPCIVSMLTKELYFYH
#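 Technique: 405 nm absorbance of p-nitroaniline, reads at 0 and 120 min; Test system: Procaspase-3 D3A mutant; Incubation: 1 h enzyme-compound preincubation, then 2 h substrate reaction, 25 °C; Repeats: singlicate, each compound tested once; Benchmarks: low control DMSO wells, high control DMSO plus 5 µM PC-3 D3A.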
# PP5 inh: PP5 phosphatase inhibitors, primary screen, biochemical, fluorescence | Serine/threonine-protein phosphatase 5 (Homo sapiens), P53041 | inhibition, % at 6.7 µM | purified PP5c, OMFP substrate fluorescence | 320,000 compounds, 0.18% hits;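 active = inhibition above the campaign's mean inhibition across all tested compounds plus 3 SD, cut at about 9.5% in these data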;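 note: 0% = DMSO only and 100% = 100 µM cantharidin control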
# Active calls of the source: *; / = not tested or not shown.
SMILES,TPT1 inh,proCasp7 act,Efflux pump inh,GASC-1 inh,Fh CTSL1 inh,PP1 counter,HCV core dimer,proCasp3 act,PP5 inh
NCCCC[C@@H]1NC(=O)[C@H](CCC(=O)O)NC(=O)c2cc([N+](=O)[O-])cc(I)c2OCC[C@@H](C(N)=O)NC1=O,-2,4,0.1,6,2,3,-2,6,2.3
Cc1ccc2nc(NC(=O)CSc3nc(=O)n(CCCN(C)C)c4c3CCC4)sc2c1,2,-2,0.0,79,0,-1,-3,3,1.3
COc1ccc(CNCCSc2nnnn2C)c(OC)c1OC,1,0,0.0,-5,1,-1,4,5,1.7
Cc1ccc(CNC(=O)C2CCC(=O)N(CCc3ccc(Cl)cc3)C2)cc1 (stereo unspecified),1,-5,0.2,-21,2,-4,4,-3,2.1
Cc1ccc(-c2cc(C(F)F)n3ncc(C(=O)N4CCCCC4c4cccnc4)c3n2)cc1 (stereo unspecified),-1,3,0.1,4,2,1,10,-2,2.8
C[C@@H](C(=O)NCCc1c[nH]c2ccccc12)[C@H]1C[C@]1(C)[C@H](NC(=O)OCc1ccccc1)c1ccccc1,1,2,-0.1,1,2,0,15,1,2.1
CN(Cc1ccco1)C(=O)Cn1nc(-c2ccc(Cl)cc2)ccc1=O,2,1,0.0,-1,1,0,3,-2,2.9
COc1ccccc1CN(C)C(=O)C(NC(=O)Cc1cccc2ccccc12)C(C)C (stereo unspecified),-2,8,0.1,-29,3,2,3,-1,2.6
CC(CC(=O)O)n1nnc2ccccc21 (stereo unspecified),-1,0,-0.1,-1,-2,-7,3,3,-0.5
N#Cc1c2c(c(NCCCN3CCOCC3)n3c1nc1ccccc13)CCC2,-4,1,0.2,3,1,-3,-1,-7,6.3
O=C1OCCC1Sc1nnc(-c2ccccc2Cl)n1Cc1ccccc1 (stereo unspecified),-4,-10,0.1,16,-2,1,-7,8,1.7
Cn1ncc(N)c1C(=O)Nc1cccc(C(F)(F)F)c1,-8,3,0.0,2,2,-1,-12,-6,-0.8

# Record cards, from the list above.
# Record of Cc1ccc(-c2cc(C(F)F)n3ncc(C(=O)N4CCCCC4c4cccnc4)c3n2)cc1 (stereo unspecified) = TPT1 inh: -1; proCasp7 act: 3; Efflux pump inh: 0.1; GASC-1 inh: 4; Fh CTSL1 inh: 2; PP1 counter: 1; HCV core dimer: 10; proCasp3 act: -2; PP5 inh: 2.8
# Record of Cc1ccc(CNC(=O)C2CCC(=O)N(CCc3ccc(Cl)cc3)C2)cc1 (stereo unspecified) = TPT1 inh: 1; proCasp7 act: -5; Efflux pump inh: 0.2; GASC-1 inh: -21; Fh CTSL1 inh: 2; PP1 counter: -4; HCV core dimer: 4; proCasp3 act: -3; PP5 inh: 2.1

# More results follow:
SMILES,TPT1 inh,proCasp7 act,Efflux pump inh,GASC-1 inh,Fh CTSL1 inh,PP1 counter,HCV core dimer,proCasp3 act,PP5 inh
CCOC(=O)/C(=N/O)C1=NC(C)(C)Cc2cc(C)c(C)cc21,-5,13,0.1,8,-4,-3,1,0,4.1
CC12C=CC3(O1)C(C(=O)N1CCCOC13)C2C(=O)O (stereo unspecified),0,-1,0.2,10,1,-3,-5,-7,3.3
Cc1onc(-c2ccccc2)c1C(=O)Nc1nc(-c2ccccc2)cs1,2,14,0.0,-2,-1,3,54*,-5,1.7
CCN(CC)CCn1c(=O)n(-c2ccc(Cl)cc2)c(=O)c2c3c(sc21)CN(C)CC3,5,2,0.0,2,-1,-4,-2,-3,-1.1
COc1ccc(/C(O)=C2/C(=O)C(=O)N(CC3CCCO3)C2c2cccc(O)c2)cc1 (stereo unspecified),-6,11,-0.2,-1,-1,0,1,-5,0.8
COc1ccc(NC(=S)NNC(=O)C2CC2c2ccc(C)cc2)cc1 (stereo unspecified),-3,-3,0.1,-11,-1,-2,11,-1,1.4
Cc1ccc(NC2=NCCCCC2)cc1,7,-2,0.1,-33,-12,-2,-4,6,-1.9
CCOc1ccc(S(=O)(=O)N2CCN(C(=S)NCC3CCCO3)CC2)cc1 (stereo unspecified),-2,1,-0.3,4,4,-2,3,-5,0.1
Cc1ccccc1C(=O)NCCN=C1NS(=O)(=O)c2ccccc21,-2,12,0.0,4,1,-2,16,-2,-1.9
CCCC1/C(=N/O)CC(c2ccccc2)NC1c1ccccc1 (stereo unspecified),1,-2,-0.1,-7,0,0,-2,-7,4.7
O=S(=O)(c1cccc(-c2n[nH]c(=S)n2-c2cccc(C(F)(F)F)c2)c1)N1CCOCC1,/,-6,0.0,-4,/,/,/,-12,/
O=C(Nc1cc(C(F)(F)F)ccc1-n1cnc2ccccc21)c1ccccc1,-2,5,-0.1,-14,0,-2,-3,2,1.7

# Arranged by heavy-atom count (lowest first): part of the list above.
SMILES,TPT1 inh,proCasp7 act,Efflux pump inh,GASC-1 inh,Fh CTSL1 inh,PP1 counter,HCV core dimer,proCasp3 act,PP5 inh
Cc1ccc(NC2=NCCCCC2)cc1,7,-2,0.1,-33,-12,-2,-4,6,-1.9
CCOC(=O)/C(=N/O)C1=NC(C)(C)Cc2cc(C)c(C)cc21,-5,13,0.1,8,-4,-3,1,0,4.1
CCCC1/C(=N/O)CC(c2ccccc2)NC1c1ccccc1 (stereo unspecified),1,-2,-0.1,-7,0,0,-2,-7,4.7
Cc1ccccc1C(=O)NCCN=C1NS(=O)(=O)c2ccccc21,-2,12,0.0,4,1,-2,16,-2,-1.9
COc1ccc(NC(=S)NNC(=O)C2CC2c2ccc(C)cc2)cc1 (stereo unspecified),-3,-3,0.1,-11,-1,-2,11,-1,1.4
CCOc1ccc(S(=O)(=O)N2CCN(C(=S)NCC3CCCO3)CC2)cc1 (stereo unspecified),-2,1,-0.3,4,4,-2,3,-5,0.1
O=C(Nc1cc(C(F)(F)F)ccc1-n1cnc2ccccc21)c1ccccc1,-2,5,-0.1,-14,0,-2,-3,2,1.7
CCN(CC)CCn1c(=O)n(-c2ccc(Cl)cc2)c(=O)c2c3c(sc21)CN(C)CC3,5,2,0.0,2,-1,-4,-2,-3,-1.1
O=S(=O)(c1cccc(-c2n[nH]c(=S)n2-c2cccc(C(F)(F)F)c2)c1)N1CCOCC1,/,-6,0.0,-4,/,/,/,-12,/

# More compounds follow.
SMILES,TPT1 inh,proCasp7 act,Efflux pump inh,GASC-1 inh,Fh CTSL1 inh,PP1 counter,HCV core dimer,proCasp3 act,PP5 inh
CC(C)(C)c1ccc(-c2nc(NCc3cccnc3)c3ccccc3n2)cc1,-5,4,-0.1,-3,-1,6,1,-2,4.8
Cc1c(NC(=O)c2ccc(N(Cc3ccccc3)S(C)(=O)=O)cc2)c(=O)n(-c2ccccc2)n1C,-1,7,-0.1,-8,-1,-5,-3,0,-2.5
COc1cc(S(=O)(=O)NCc2ccncc2)ccc1Br,-2,-7,0.0,-2,-2,-4,-6,3,3.5
N#CCC(=O)Nc1ccc(C(=O)OCC(=O)NC(=O)Cc2ccccc2)cc1,1,11,0.0,0,2,-1,-2,11,1.5
C/C(=N\NC(N)=O)c1cccc(Cl)c1,-2,1,0.1,-6,-1,2,-4,8,2.2
Cc1ccc(CNS(=O)(=O)c2ccc3c(c2)CCN3C(=O)C2CCC2)cc1,2,8,0.1,0,0,-1,7,-3,0.7
OCCC1CN(Cc2cccn2-c2ncccn2)CCN1CCc1ccccc1 (stereo unspecified),0,0,-0.1,-1,-1,-6,-5,4,-1.6
C/C(=N\Nc1cc(C)nc(NCc2ccccc2)n1)c1cccc([N+](=O)[O-])c1,1,1,-0.2,6,0,-2,0,-5,-0.5
O=C(CN(C(=O)CCC(=O)Nc1ccccn1)c1ccc2c(c1)OCCO2)NCCc1ccccc1,-1,16,-0.1,17,-2,1,1,-4,0.7
CCCCOC(=O)c1ccc(NC(=S)N2CCN(c3ncc4c(=O)c(C(=O)O)cn(CC)c4n3)CC2)cc1,-5,0,0.1,-3,-1,5,4,-2,0.5
COc1cccc(C(=O)Nc2ccc3c(c2)CCCN3C(=O)c2cccs2)c1OC,-5,4,-0.1,3,4,2,5,1,0.6
Cc1scc(C(=O)N/N=C/c2ccc(OC(C)C)cc2)c1C,-2,10,0.1,-2,-1,3,1,-1,1.2
COc1ccc(OCC(=O)c2c(O)c3ccccc3oc2=O)cc1,0,-1,0.1,2,-5,-2,-2,3,0.0
CC(NC(=O)c1ccc(Cn2cc([N+](=O)[O-])cn2)cc1)c1ccccc1 (stereo unspecified),-3,-1,-0.2,-22,-1,0,-9,5,3.9
C/C(=N\Nc1ccc(C(F)(F)F)cn1)c1ccncc1,0,7,0.3,-13,-1,-6,1,-2,1.3
CCOCCCN(C(=O)c1snc(C(N)=O)c1N)C(C(=O)NCCC(C)C)c1ccc(F)cc1 (stereo unspecified),1,2,0.3,9,0,1,-6,1,5.2
Cc1c(C)c2ccc(OCC(=O)NCCN3CCOCC3)c(C)c2oc1=O,3,-6,0.0,-15,2,-2,-12,-8,0.2
O=C(CSc1ncnc2c1cnn2-c1ccccc1)Nc1ccc2c(c1)OCO2,4,15,0.1,11,1,-4,9,-2,-0.4
Nc1nonc1-n1nnc(C(=O)N/N=C/c2ccc(Cl)cc2Cl)c1CN1CCOCC1,-4,9,-0.1,-3,1,2,-1,6,0.3
COc1ccc(C2=NCCn3cccc32)c(OC)c1,-4,7,0.0,-6,-1,1,-1,0,1.4
Fc1ccc(N/N=C/c2ccc(N3CCOCC3)cc2)c(F)c1,2,-4,-0.2,-6,2,1,1,1,-0.3
Cc1csc(NC(=O)c2nc(-c3ccccc3)n(-c3ccccc3)n2)n1,-3,1,0.4,-5,4,-2,8,-3,-0.6
N#Cc1nc(Cc2cccc3ccccc23)oc1N1CCCCC1,-2,6,0.3,0,1,0,7,-2,2.7
COc1cccc(NC(=S)N2CCN(c3ccccn3)CC2)c1,1,-25,16*,0,-5,-10,-10,-16,-0.5
Cc1ccc(C)c(-n2cc(CN3CCNC(=O)CC3)c(-c3ccccc3)n2)c1,-1,3,-0.1,-23,-1,-6,2,1,-0.7
CCCCN(Cc1ccccc1)C(=O)C1CCC(=O)N(CCc2ccccn2)C1 (stereo unspecified),1,8,0.7,7,0,-2,0,-3,2.0
O=C(CN1CCC(NC(=O)c2ccco2)CC1)Nc1cccc2ccccc12,1,0,0.0,4,0,-4,3,5,-1.5
